IL2 activator = qHTS of IL-2 Activators. IL-2 activation reporter assay, cell-based qHTS; stimulated with anti-CD3/CD4/CD28 beads; in transgenic mouse T cells. activation, % (series mostly up to about 46 µM). hit rate 0.065% among 360,000. AID 652025, 2013; in the data active means activation above about 50%; inconclusive means mostly about 30% to 49%; further: 0% is about no effect
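Readout: EGFP and DsRed signals by fluorescent plate cytometry. Unstimulated transgenic mouse T cells received compound 60 min before antibody-bead stimulation, then incubated 18 h at 37 degrees C.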
GLP1R cytotox = qHTS of GLP-1 Receptor Inverse Agonists: Cytotox Screen; HEK293 cAMP-luciferase reporter cells, luminescence, 24 h; Potency, µM (titrated, usually from 38.3 µM), for inactives: top-dose activity change, negative = inhibition, hits mostly inhibitors; hit rate 0.13% among 410,000; AID 624418, 2012;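 further: loss of luciferase light is scored as toxicity; potency means the concentration at half of the fitted maximal effect; on the % scale 0 is the no-effect control and ±100 the full control effect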
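MLSMR compounds, 24 hr on cells at 37 deg C/5% CO2; luminescence after luciferase reagent (12 min RT). Inhibition counted as the undesired cytotoxic outcome.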
GLP-1R agonist = qHTS of GLP-1 Receptor Agonists | Glucagon-like peptide 1 receptor (Homo sapiens), P43220 | HEK293 GLP-1R CRE-luciferase, luminescence, 4-6 h; cells express a hypersensitive GLP-1R form | Potency, µM (titrated, usually from 45.6 µM), for the others: at the top dose activation, usual class: activators | hit rate 0.007% among 380,000; further: potency means the concentration at half of the fitted maximal effect; % of control where 0% means no effect
PLK1 PBD block = qHTS for Inhibitors of PLK1-PDB (polo-like kinase 1 - polo-box domain): Primary Screen; Serine/threonine-protein kinase PLK1 (Homo sapiens), P53350; Plk1 PBD binding of FITC phosphopeptide, fluorescence polarization; Potency, µM, without a hit: max response, negative = inhibition, actives largely listed as inhibitors; hit rate 2.8% among 360,000; AID 720504, 2013; further: potency means the concentration at half of the fitted maximal effect; series mostly up to about 57 µM; on the % scale 0 is the no-effect control and ±100 the full control effect; nearly all actives have a fitted effect of over 65% in size
DRD3 agonist = qHTS of D3 Dopamine Receptor Agonist: qHTS. hit rate 0.58% among 410,000. max activation, %. D(3) dopamine receptor (Homo sapiens), P35462. AID 652048, 2013. D3R DiscoveRx beta-arrestin cells, luminescence, 90 min; in the data active means max activation above about 30%; further: 0% is about no effect; mostly tested at two doses, the higher about 12 µM
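Agonist mode: compounds and dopamine controls were applied to plated cells for 90 min at 37 degrees C after an overnight attachment at 1500 cells/well. Luminescent read-out followed 30 - 60 minutes at room temperature with DiscoveRx detection reagent.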
GLP1R inv ag = qHTS of GLP-1 Receptor Inverse Agonists (Inhibition Mode) | Glucagon-like peptide 1 receptor (Homo sapiens), P43220 | HEK293 GLP-1R CRE-luciferase, luminescence, 24 h; GLP-1R form is constitutively active | Potency, µM (doses to about 38.3 µM), for the others: at the highest dose activity change, negative = inhibition, hits mostly inhibitors | hit rate 1.6% among 410,000 | AID 624417, 2012; further: potency means the concentration at half of the fitted maximal effect; on the % scale 0 is the no-effect control and ±100 the full control effect; nearly all actives have a fitted effect of over 55% in size
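Inverse agonism was detected as reduced cAMP-driven luciferase luminescence after 24 h compound treatment. The cells were HEK293 clones expressing constitutively active human GLP-1R with the reporter. Reporter-only and GPR119 cell lines served as counterscreen controls.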
DRD3 antagonist = qHTS of D3 Dopamine Receptor Antagonist: qHTS | D(3) dopamine receptor (Homo sapiens), P35462 | D3R cells, DiscoveRx beta-arrestin luminescence, antagonist mode; hits give low values | max response, negative = inhibition, % | hit rate 2.5% among 360,000; in the data active means max response below about -50%; inconclusive means no clear call, values can overlap the other calls; further: on the % scale 0 is the no-effect control and ±100 the full control effect; mostly tested at two doses, the higher about 12 µM
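Cells plated overnight at 1500 cells/well, then exposed to library compounds with dopamine controls for 90 minutes at 37 degrees C. DiscoveRx reagent added for 30–60 minutes at room temperature; luminescence read, quantitative HTS format.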
PI5P4Ka inh = qHTS for Inhibitors of phosphatidylinositol 5-phosphate 4-kinase (PI5P4K); Phosphatidylinositol 5-phosphate 4-kinase type-2 alpha (Homo sapiens), P48426; PI5P4Kalpha enzyme, ADP-Glo luminescence, 60 min; hits give low values; max response, %; hit rate 1.2% among 330,000; AID 652105, 2013; active means max response of -50% or lower; inconclusive means between -30% and -50%; inactive means -30% or higher; further: value at the top dose of about 77 µM; on the % scale 0 is the no-effect control and ±100 the full control effect
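Single end-point luminescence (ADP-Glo) quantified ADP from PI5P4Kalpha turnover; ATP 5 microM final, 1 h at RT, 0.1% CHAPS and 0.28 mM EGTA in HEPES pH 7.4.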
WRN inhibitor = qHTS for Inhibitors of WRN Helicase | Bifunctional 3'-5' exonuclease/ATP-dependent helicase WRN (Homo sapiens), Q14191 | WRN helicase unwinding, fluorescent forked duplex, kinetic | Potency, µM (doses to about 114 µM), for inactives: at the highest dose activity change, negative = inhibition, most hits filed as inhibitors | hit rate 0.46% among 360,000; further: potency means the concentration at half of the fitted maximal effect; on the % scale 0 is the no-effect control and ±100 the full control effect; nearly all actives have a fitted effect of over 55% in size
Target sequence (Q14191 whole entry, looked up): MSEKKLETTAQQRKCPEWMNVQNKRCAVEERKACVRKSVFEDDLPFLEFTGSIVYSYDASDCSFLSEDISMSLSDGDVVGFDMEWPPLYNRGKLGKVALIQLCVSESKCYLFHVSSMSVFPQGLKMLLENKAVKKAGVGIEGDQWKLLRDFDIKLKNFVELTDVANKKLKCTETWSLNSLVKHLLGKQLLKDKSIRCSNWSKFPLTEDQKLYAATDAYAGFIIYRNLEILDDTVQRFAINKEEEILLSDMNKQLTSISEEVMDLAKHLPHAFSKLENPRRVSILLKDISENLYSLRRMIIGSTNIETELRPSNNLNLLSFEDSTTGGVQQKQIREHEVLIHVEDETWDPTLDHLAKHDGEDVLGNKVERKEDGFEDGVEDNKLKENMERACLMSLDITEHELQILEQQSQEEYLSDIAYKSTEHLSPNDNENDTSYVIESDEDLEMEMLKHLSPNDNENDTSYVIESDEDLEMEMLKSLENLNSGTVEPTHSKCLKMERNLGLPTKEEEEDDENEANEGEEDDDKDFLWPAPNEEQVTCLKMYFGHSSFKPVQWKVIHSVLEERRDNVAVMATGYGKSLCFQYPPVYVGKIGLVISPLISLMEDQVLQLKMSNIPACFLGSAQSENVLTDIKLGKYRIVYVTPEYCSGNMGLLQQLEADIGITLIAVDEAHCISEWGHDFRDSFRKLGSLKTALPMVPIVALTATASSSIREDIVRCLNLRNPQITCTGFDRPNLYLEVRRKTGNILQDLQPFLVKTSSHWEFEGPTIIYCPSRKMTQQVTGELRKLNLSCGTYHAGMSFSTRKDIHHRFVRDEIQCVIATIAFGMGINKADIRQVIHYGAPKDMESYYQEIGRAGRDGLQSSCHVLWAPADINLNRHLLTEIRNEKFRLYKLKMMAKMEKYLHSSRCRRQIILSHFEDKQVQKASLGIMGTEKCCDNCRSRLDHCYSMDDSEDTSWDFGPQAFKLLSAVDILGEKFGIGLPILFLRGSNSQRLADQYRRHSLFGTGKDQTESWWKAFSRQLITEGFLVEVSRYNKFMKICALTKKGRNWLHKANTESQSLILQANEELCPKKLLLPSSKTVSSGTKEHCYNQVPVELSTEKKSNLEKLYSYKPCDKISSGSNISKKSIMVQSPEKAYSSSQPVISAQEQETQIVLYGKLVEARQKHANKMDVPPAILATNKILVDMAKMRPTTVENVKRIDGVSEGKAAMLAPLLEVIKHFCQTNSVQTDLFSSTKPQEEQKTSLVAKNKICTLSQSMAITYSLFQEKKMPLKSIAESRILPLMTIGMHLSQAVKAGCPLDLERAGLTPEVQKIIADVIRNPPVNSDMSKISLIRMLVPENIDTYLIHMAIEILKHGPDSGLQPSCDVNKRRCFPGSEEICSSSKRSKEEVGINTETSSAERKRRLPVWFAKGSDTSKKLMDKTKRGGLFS
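Kinetic red-fluorescence monitoring (525/598 nm) tracks WRN helicase activity after 100 nM fluorophore-quencher forked duplex and 2 mM ATP are added to 20 nM enzyme pretreated 15 min at room temperature with compound.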
* marks the source's active call; other numbers are inactive results; ? = inconclusive; . = no result given; & = joins results of further samples; [ ] = remark or other dose. Unless noted, the call rests on the fitted dose curve; in most records, active means well fitted curve in the direction sought with a large enough effect; inconclusive means small, poorly fitted or top-dose-only effect, or another doubt; inactive means no such curve, though single readings can be large; an effect the other way counts as inactive or inconclusive. Not a hit list; about 7.8% have a hit in one of these screens.

SMILES | DRD3 agonist | PLK1 PBD block | GLP-1R agonist | GLP1R cytotox | PI5P4Ka inh | DRD3 antagonist | GLP1R inv ag | IL2 activator | WRN inhibitor
CCOC(=O)c1ccccc1NC(=O)Cn1cnc2c(cnn2C(C)(C)C)c1=O | -2 | -10% | 0% | 11% | 12 | 20 | -4% | -0.3 | -5%
COc1cccc(NC(=O)Cn2cc(C#N)c3ccccc32)c1 | 2 | 1% | -1% | 0% | -4 | -6 | ? | -0.9 | -11%
Cc1cccc(C)c1NC(=O)c1oc2ccc3c(c2c1C)C(=O)CC(C)(C)O3 | 3 | . | 19% | -5% | . | . | 7% | . | .
OCCC1CN(Cc2cccn2-c2ccccn2)CCN1C1CCCC1 (stereo unspecified) | -11 | -12% | -2% | -2% | 5 | -6 | 4% | -1.5 | -3%
COc1ccccc1CNC(=O)COC(=O)Cc1ccsc1 | 3 | 6% | 0% | 11% | -5 | 3 | 10% | 3.6 | -5%
CCOC(=O)c1cc(CC)sc1NC(=O)COc1ccc2c(C)cc(=O)oc2c1 | 3 | -8% | -13% | -7% | 6 | 8 | 15% | -0.1 | -16%
CC(=O)Nc1cc(-c2ccc(N(C)C)cc2)cn2c(-c3ccc(F)c(Cl)c3)cnc12 | -4 | 7% | 16% | 20% | -16 | 9 | 15% | 9.9 | -9%
O=C(CCn1nc(-c2ccc(Cl)cc2)ccc1=O)N1CCN(c2ccc(F)cc2)CC1 | -2 | -5% | 15% | -7% | 5 | 22 | ? | -0.4 | 2%
COc1ccc(-c2cc3nc(C)c(C)c(N4CCN(C(=O)c5ccoc5)CC4)n3n2)cc1 | 1 | -10% | 17% | 14% | 5 | 11 | 3% | -0.8 | -6%
O=C(CSCc1ccccc1)NNc1c(F)c(F)cc(F)c1F | -5 | 5% | 3% | 0% | -7 | 0 | ? | -3.2 | 10%
COc1ccc(NC(=O)c2cc(C3CCCCN3C(=O)c3cc(OC)c(C)c(OC)c3)on2)c(C)c1 (stereo unspecified) | 2 | 2% | 0% | -1% | 3 | -9 | ? | -0.9 | -11%
Cc1nn(-c2ccc(C(=O)N3CCN(S(=O)(=O)c4ccccc4C(F)(F)F)CC3)cc2)c(C)c1Cl | 112* | -7% | 12% | -9% | 6 | 2 | ? | -0.7 | 2%
Cc1ccc(-c2nnc(SCc3nc(N)nc(Nc4ccccc4C)n3)n2N)cc1 | 9 | 0% | 21% | -4% | 0 | -13 | -1% | 0.1 | -22%
NS(=O)(=O)c1cccc(NC(=O)CSc2ccccn2)c1 | -4 | ? | -2% | 1% | 3 | 13 | 7% | 1.4 | 10%
OCc1cn(-c2ccccc2)nc1-c1ccc(-c2nn(-c3ccccc3)cc2CO)cc1 | 2 | -12% | 5% | 71%[activator] | 2 | 42 | 0% | -3.0 | ?
C/C=C(\C)C(=O)Nc1cccc(C2=NOC3(C2)C[C@H](C(N)=O)N(C(=O)c2cc([N+](=O)[O-])cc([N+](=O)[O-])c2)C3)c1 (stereo partly specified) | 14 | 1% | -5% | 1% | -1 | -20 | 5% | 0.4 | 0%
COC(=O)C(C)SC1=N/C(=C/c2ccc(-n3cncn3)cc2)C(=O)N1 (stereo unspecified) | 8 | 2% | -1% | -1% | -4 | 9 | 8% | -2.5 | -5%
COc1cc(OC)cc(N2CC(C)(C)C2=O)c1 | -4 | 21µM* | 10% | 11% | -12 | 1 | -2% | -0.1 | 1%[57.1 µM]
Cc1c(-n2cc(C(=O)c3cc(Br)ccc3O)cc(C#N)c2=O)c(=O)n(-c2ccccc2)n1C | 0 | -4% | 1% | 9% | . | -8 | 3% | 4.3 | -21%
CCOc1ccc(CC(=O)Nc2ccc(NC(=O)c3ccco3)cc2)cc1OCC | 6 | -1% | 15% | -19% | 4 | 9 | ? | -4.5 | 4%
CCOC(=O)N1CCC(N(CCN(C)C)C(=S)Nc2cccc(Cl)c2C)CC1 | 2 | -10% | -6% | -14% | -2 | -2 | ? | -1.0 | 1%
CC1CCCCC12NC(=O)N(CC(=O)N1CCN(c3ncccn3)CC1)C2=O (stereo unspecified) | -3 | -21% | -7% | 2% | 2 | -20 | 12% | 1.9 | 4%
Cc1nc(CNS(=O)(=O)c2ccc3ccccc3c2)cs1 | -7 | -18% | 6% | 1% | -7 | ? | 5% | -0.9 | 10%
O=C(CN(CC(=O)N1CCOCC1)S(=O)(=O)c1ccc(Br)s1)N1CCOCC1 | 3 | 24µM* | -2% | 9% | 7 | 18 | 8% | -0.8 | -3%
O=C(O)CCC(=O)Nc1ccc(C(=O)OC2CCCCC2)cc1 | 5 | 0% | 1% | 0% | . | 4 | -5% | 1.1 | -6%
Cc1cc2oc(=O)c(CC(=O)O)c(C)c2c2occ(C(C)(C)C)c12 | 7 | 30µM* | 10% | 9% | 4 | 29 | 15% | 0.3 | 6%
O=C(CC1c2ccccc2Oc2ccccc21)Nc1ccccc1C(F)(F)F | 4 | -5% | -38%[inhibitor] | ? | 9 | 4 | -3% | -0.2 | 3%
O=C(Nc1ccnn1C1CCN(C(=O)c2cccc(Cl)c2)CC1)C1CC1 | -8 | 2% | 10% | -2% | 1 | 10 | 11% | 2.6 | -1%
N[C@@H](Cc1cc(I)c(Oc2cc(I)c(O)c(I)c2)c(I)c1)C(=O)O | -26&2 | ? | -5%&-3% | 2% | -62* | -26 | -9% | 0.3 | -26%
COc1ccc(OCCNS(=O)(=O)c2ccc3oc4ccccc4c3c2)cc1 | 1 | -16% | 6% | -5% | 5 | 38 | 11% | -0.1 | -2%

2 compounds drawn at random from those above, as already listed:
SMILES | DRD3 agonist | PLK1 PBD block | GLP-1R agonist | GLP1R cytotox | PI5P4Ka inh | DRD3 antagonist | GLP1R inv ag | IL2 activator | WRN inhibitor
COc1cccc(NC(=O)Cn2cc(C#N)c3ccccc32)c1 | 2 | 1% | -1% | 0% | -4 | -6 | ? | -0.9 | -11%
NS(=O)(=O)c1cccc(NC(=O)CSc2ccccn2)c1 | -4 | ? | -2% | 1% | 3 | 13 | 7% | 1.4 | 10%

The listing continues:
SMILES | DRD3 agonist | PLK1 PBD block | GLP-1R agonist | GLP1R cytotox | PI5P4Ka inh | DRD3 antagonist | GLP1R inv ag | IL2 activator | WRN inhibitor
Cc1cc(NS(=O)(=O)c2ccc(NC(=O)Nc3cccc(C(F)(F)F)c3)cc2)no1 | -13 | -13% | 2% | 3% | -6 | -7 | ? | -0.4 | -21%
Cc1ccc(NC(=O)Cc2nc(-c3c[nH]c(C(=O)N4CCCC4)c3)cs2)c(C)c1 | 1 | ? | 4% | -10% | 0 | 26 | 23% | 1.0 | -3%
O=C(Cc1c[nH]c2ccccc12)NCc1ccc(Cl)cc1 | 2 | -3% | -2% | -8% | -3 | 0 | ? | -1.4 | 4%
CC(=O)N1c2ccc(S(=O)(=O)N3CCC(C(=O)NC4CCCCC4C)CC3)cc2CC1C (stereo unspecified) | -1 | -3% | -5% | 3% | -2 | 6 | 2% | 0.1 | -1%
CCOC(=O)c1sc(=S)n(CC)c1NC(=O)c1ccccc1C | 1 | 0% | -5% | 4% | -8 | -24 | -27% | 0.7 | 0%
COc1ccc(Cc2nc3ccc(C(=O)N(C)CCO)cc3o2)cc1 | 3 | 2% | 3% | -7% | 2 | 15 | 3% | -1.5 | -4%
CCOCCCNC(=O)C(c1ccc(C)cc1)N(Cc1ccc2c(c1)OCO2)C(=O)c1ccccn1 (stereo unspecified) | 2 | 1% | -1% | -6%[7.66 µM] | 1 | 6 | -19%[7.66 µM] | 1.3 | 2%
CC(C)C[C@H](NC(=O)c1nc[nH]c1C(=O)NCc1ccccc1)C(=O)OC(C)(C)C | -6 | 0% | 4% | -13% | 12 | ? | 7% | 0.8 | -13%
Cc1cc(NC(=O)CSc2nc3ccccc3s2)no1 | 2 | -7% | -13% | -18% | 5 | -14 | -8% | -0.5 | 1%
CCOC(=O)C1=C(CC)Nc2ccccc2N=C1NC(=O)c1cc(S(=O)(=O)N(C)C)ccc1Cl | -2 | -4% | 3% | 21% | 6 | -2 | 22% | -0.7 | -7%
Cc1cc(C)nc(SCc2nnc(SCC(=O)Nc3ncc(C)s3)n2Cc2ccco2)n1 | -1 | -1% | 17% | 4% | . | -13 | 3% | -0.6 | -7%
O=C1C2CC=CCC2C(=O)N1Cc1nnc(-c2ccc(Cl)cc2)o1 (stereo unspecified) | -4 | -9% | 14% | 0% | -1 | 4 | 11% | 1.1 | 1%

Among those listed so far, these have an NH in an aromatic ring:
SMILES | DRD3 agonist | PLK1 PBD block | GLP-1R agonist | GLP1R cytotox | PI5P4Ka inh | DRD3 antagonist | GLP1R inv ag | IL2 activator | WRN inhibitor
Cc1ccc(NC(=O)Cc2nc(-c3c[nH]c(C(=O)N4CCCC4)c3)cs2)c(C)c1 | 1 | ? | 4% | -10% | 0 | 26 | 23% | 1.0 | -3%
O=C(Cc1c[nH]c2ccccc12)NCc1ccc(Cl)cc1 | 2 | -3% | -2% | -8% | -3 | 0 | ? | -1.4 | 4%
CC(C)C[C@H](NC(=O)c1nc[nH]c1C(=O)NCc1ccccc1)C(=O)OC(C)(C)C | -6 | 0% | 4% | -13% | 12 | ? | 7% | 0.8 | -13%
